Runt-SMMHC FRET: inhibitors of RUNX1 Runt–CBFb-SMMHC binding, primary screen, biochemical, FRET, Cerulean-Runt, Venus-CBFb-SMMHC, uHTS; AID 1434, 2008; inhibition, % at 20 µM; 220,000 tested, 0.74% active; Cerulean-Runt/Venus-CBFb-SMMHC FRET ratio 530/480, 1 h;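 active = mean inhibition across duplicate retests at 20 µM reaching about 50%, limit read from the data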;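 note: 0% = DMSO wells and 100% = wells with excess untagged CBFb-SMMHC; inhibitors lower the FRET ratio by blocking Runt binding to CBFb-SMMHC; some results filed as inactive read as strong as hits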
RBBP9 inh: human RBBP9 inhibitors, primary screen, biochemical, fluorescence polarization, FP-Rh probe, HTS. 220,000 tested, 0.2% active. AID 1515, 2009. recombinant RBBP9. inhibition, % at 7.94 µM. Serine hydrolase RBBP9 (Homo sapiens), O75884;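 active = inhibition above the campaign mean of all tested compounds plus 3 SD, cut at about 14% in these data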;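 note: plate controls were DMSO wells with RBBP9 for no effect and wells lacking RBBP9 protein for full effect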
Target sequence (O75884 whole entry, looked up): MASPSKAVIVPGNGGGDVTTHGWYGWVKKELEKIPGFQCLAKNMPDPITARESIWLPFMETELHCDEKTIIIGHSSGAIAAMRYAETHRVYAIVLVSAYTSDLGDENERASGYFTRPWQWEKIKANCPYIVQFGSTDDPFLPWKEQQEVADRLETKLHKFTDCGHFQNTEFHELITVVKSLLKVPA
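Measured by – fluorescence polarization · Test system – RBBP9 protein · Input – 2.5 µM RBBP9 dispensing solution, before mixing · Measure – percent inhibition from mP, scaled between DMSO and no-protein wells · Benchmarks – DMSO-treated enzyme wells and wells lacking RBBP9 · Times – preincubation 30 min plus labeling 45 min at 25 °C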
TNF necrop inh: inhibitors of TNF-alpha triggered necroptosis, primary screen, cell-based, Jurkat FADD-/-, single concentration. Jurkat FADD-/- TNF necroptosis rescue, ATP luminescence, 24 h; 0 = TNF only, 100 = no-TNF cells. 220,000 tested, 0.068% active. activation (protection from cell death), % at 10 µM;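 active = activation, meaning protection from cell death, of at least 50% relative to plate controls; inactive = activation below 50%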;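 note: necroptosis triggered by 40 ng/mL TNF-alpha added together with compound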
EP2 mod: EP2 receptor modulators, cAMP readout, primary screen, cell-based, HTRF cAMP, PGE2 stimulation. Prostaglandin E2 receptor EP2 subtype (Homo sapiens), P43116. EP2-expressing cells, cAMP HTRF FRET, PGE2 co-stimulation. 260,000 tested, 0.83% active. induction, % at 25 µM;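 active = compounds whose cAMP rise, as percent of the full-agonist control response, exceeds 60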;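 note: rat C6 glioma line stably carrying human EP2 under a CMV promoter; the protocol text gives 20 µM as final concentration; 100% = response of wells given 1 µM PGE2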
Target sequence (P43116 whole entry, looked up): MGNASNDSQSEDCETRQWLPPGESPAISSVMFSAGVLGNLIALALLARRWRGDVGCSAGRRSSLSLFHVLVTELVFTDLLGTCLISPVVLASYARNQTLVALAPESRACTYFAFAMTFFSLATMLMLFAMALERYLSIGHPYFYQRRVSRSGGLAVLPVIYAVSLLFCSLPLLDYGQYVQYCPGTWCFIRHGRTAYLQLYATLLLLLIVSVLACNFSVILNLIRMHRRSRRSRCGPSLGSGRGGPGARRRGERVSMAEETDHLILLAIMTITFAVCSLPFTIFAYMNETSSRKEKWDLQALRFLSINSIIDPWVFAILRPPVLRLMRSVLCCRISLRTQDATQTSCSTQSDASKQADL
PERK inh: block of dimerizer-induced PERK translation repression, primary screen, PERK inhibitor project, CHO PERK-DD cells, SEAP luminescence, HTS. CHO PERK-DD fusion, SEAP luminescence translation reporter. Eukaryotic translation initiation factor 2-alpha kinase 3 (Homo sapiens), Q9NZJ5. inhibition, % at 5.6 µM. AID 1416, 2008. 220,000 tested, 0.17% active;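 active = inhibition above the mean inhibition of all tested compounds plus 3 SD, set separately per screening campaign, cut at about 2.9% in these data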;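 note: PERK kinase domain activated by AP20187 dimerizer at 100 nM; 0% = DMSO with dimerizer and 100% = rapamycin at 8.4 µM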
PGE2 EP2 inh: human EP2 receptor antagonists, primary screen, TR-FRET cAMP, C6 glioma cells | C6 glioma cells expressing human EP2; cells stimulated with saturating PGE2 | inhibition, % at 25 µM | 260,000 tested, 0.52% active;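 active = percent inhibition above 40 after rounding to a whole number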;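 note: rat C6 glioma host cells with rolipram phosphodiesterase inhibitor present; the protocol text gives 20 µM as final concentration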
Runt-CBFb FRET: inhibitors of RUNX1 Runt–CBFb binding, primary screen, biochemical, FRET, Cerulean-Runt, Venus-CBFb, uHTS; Runt-related transcription factor 1 (Homo sapiens) + Core-binding factor subunit beta …; Cerulean-Runt/Venus-CBFb FRET ratio 530/480, 1 h; inhibition, % at 20 µM; 220,000 tested, 0.46% active;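 active = inhibition over about 50% at 20 µM in the single-dose screen, limit read from the data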;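 note: 0% = DMSO wells and 100% = excess unlabeled CBFb competitor control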
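Doses: 20 µM compound in 1% DMSO | Material: Cerulean-labeled Runt domain protein | Amount: Each fluorescent fusion protein 100 nM | Schedule: Two 1 h room-temperature incubations shielded from light | Measured by: FRET fluorescence | Evaluation: Loss of energy transfer signal | Controls: Unlabeled CBFb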
zVAD death inh: inhibitors of zVAD-triggered necroptosis, primary screen, L929 cells; AID 1377, 2008; 220,000 tested, 0.38% active; L929 zVAD necroptosis rescue, ATP luminescence, 24 h; with zVAD 60 µM; viability rescue, % at 10 µM;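 active = activation, scaled between plate controls, above about 75%, limit read from the data; inactive = activation under that limit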;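 note: 0% = zVAD with DMSO and 100% = DMSO alone without zVAD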
Hck Nef HTS: inhibitors of Nef-activated human Hck kinase, primary screen, biochemical, Z-Lyte FRET, 384-well, Hck-YEEI; Tyrosine-protein kinase HCK (Homo sapiens), P08631; Recombinant Hck-YEEI plus Nef, Z-Lyte FRET kinase assay; inhibition, % at 20 µM; 220,000 tested, 0.68% active;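 active = Hck-Nef kinase inhibition above about 50%, limit read from the data; inactive = inhibition below that limit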;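 note: 0% = DMSO with Hck plus Nef and 100% = Hck alone without Nef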
Target sequence (P08631 whole entry, looked up): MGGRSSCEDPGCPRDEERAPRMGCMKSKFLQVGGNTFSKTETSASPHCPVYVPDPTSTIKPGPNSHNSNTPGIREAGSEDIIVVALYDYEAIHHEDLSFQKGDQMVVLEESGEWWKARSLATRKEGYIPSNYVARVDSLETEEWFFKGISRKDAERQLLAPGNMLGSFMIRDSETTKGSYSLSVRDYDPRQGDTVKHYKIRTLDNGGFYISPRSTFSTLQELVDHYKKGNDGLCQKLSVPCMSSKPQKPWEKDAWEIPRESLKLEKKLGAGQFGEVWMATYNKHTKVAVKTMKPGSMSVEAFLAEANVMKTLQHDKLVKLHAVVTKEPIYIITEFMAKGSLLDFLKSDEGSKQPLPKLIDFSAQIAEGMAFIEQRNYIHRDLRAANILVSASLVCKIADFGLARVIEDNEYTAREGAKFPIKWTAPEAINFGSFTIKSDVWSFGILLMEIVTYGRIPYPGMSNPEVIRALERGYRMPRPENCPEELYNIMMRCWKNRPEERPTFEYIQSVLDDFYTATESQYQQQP
* = called active by the depositor; nt = no result given; & = joins results of further samples; ! = not active in a repeat. Only part of the results is shown; count on the stated rates, not on these rows.

SMILES	Runt-SMMHC FRET	RBBP9 inh	TNF necrop inh	EP2 mod	PERK inh	PGE2 EP2 inh	Runt-CBFb FRET	zVAD death inh	Hck Nef HTS
COc1ccc(OC)c(CNn2c(-c3cccc(C)c3)nc3ccccc3c2=O)c1	2	-3	0.5	39	-2.4	4	-1	0.3	1
COc1ccccc1NC(=O)c1csc(-n2nc(C)cc2C(F)(F)F)n1	-1	-2	0.6	24	1.5	6	-1	8.7	1
Cc1c([N+](=O)[O-])cc(C(=O)Nc2ccc(Cc3ccncc3)cc2)cc1[N+](=O)[O-]	0	-2	2.7	-10	0.4	8	0	14	4
C=CCN(CC=C)S(=O)(=O)c1ccc(C(=O)Nc2nc3c(s2)CCc2ccccc2-3)cc1	-6	-4	2.3	-2	0.8	8	-2	0.4	0
COc1cccc(CNC(=O)C2CCCN(S(=O)(=O)c3cccc4nonc34)C2)c1 (stereo not drawn)	33	8	1.1	17	0.6	7	2	0.6	2
COC(=O)c1ccc(=O)n(Cc2ccc3c(c2)OCO3)c1	-1	-9	4.0	35	0.8	9	1	-0.4	1
CC(C)Oc1cccc(C(=O)O)c1	-2	-4	-4.1	6	2.0	5	0	-0.3	0
COC(c1ccccc1)c1c(-c2ccccc2)nn(C)c1Cl (stereo not drawn)	-1	3	-6.4	44	0.6	7	1	-0.1	2
CCOC(=O)c1c(NC(=O)c2ccoc2C)sc(C(=O)N(C)C)c1C	-6	1	-1.1	54	-2.7	13	1	-0.4	0
CC(C)NC(=O)CSc1nnc(CNC(=O)OC(C)(C)C)n1C	-1	5	-0.4	48	1.9	7	1	0.1	18
CC(NC(=O)CSc1ncnc2nc[nH]c12)c1ccccc1 (stereo not drawn)	5	3	0.2	-1	-1.3	-1	1	1.1	-1
O=C(Cc1ccccc1)Nc1scc(-c2ccccc2)c1C(=O)N1CCOCC1	0	-4	0.4	-30	-1.9	8	-1	-0.7	-24
COc1cc(/C=C/C(=O)OCC(=O)N2CCOCC2)ccc1OCC#N	0	-1	-0.1	22	-0.2	5	0	1.4	21
COc1cccc(OCCOc2cccc(/C=N/n3cnnc3)c2)c1	3	2	3.6	-7	0.9	3	2	-0.1	1
COC(C[C@@H](O)[C@@H](C)[C@H](O)COCc1ccccc1)OC	1	nt	0.6	18	nt	18	3	0.6	22
Cn1c(=O)oc2cc(S(=O)(=O)NCc3ccco3)ccc21	2	-7	-0.1	12&-24	1.0	13&9	2	0.9	0
CC(C)C(NC(=O)COc1ccc2ccccc2c1)C(=O)N/N=C/C=C/c1ccccc1 (stereo not drawn)	6	-5	-0.6	-30	0.1	6	-10	0.5	0
Cc1cc(C)c(S(=O)(=O)NNC(=O)C2CCN(Cc3ccccc3)CC2)c(C)c1	5	-9	-1.9	0	-0.3	7	0	-0.3	3
O=C(CSc1ccccc1)NCCSCc1ccccc1	0	-5	7.1	-3	0.5	1	-3	2.7	3
COc1ccccc1NC1=NC(CO)(CO)CS1	-2	-6	0.1	-10	-0.4	6	0	0.5	18
Cc1ccc2c(CN3CCN(Cc4ccc5c(c4)OCO5)CC3)cc(=O)oc2c1C	-6	1	0.4	-8	0.2	5	1	1.3	3
CC(=O)/C(=C/c1ccccc1)C(=O)Nc1ccccc1C	2	0	-4.7	-67	0.3	7	-1	-0.6	25
COc1ccccc1C(=O)NNC(=S)NC(=O)c1sc2ccccc2c1Cl	-7	-2	-4.3	-12	1.9	10	2	1.3	1
COc1cc(CNC(C)(C)CO)ccc1OCC(=O)NC(C)(C)C	-1	-10	2.1	34	0.5	6	0	nt	4
CC1CC(C)CN(CCOCCSc2ccccc2)C1 (stereo not drawn)	-1	-6	1.5	14	-0.3	5	-1	0.1	1
S=C1NC2=C(CCC/C2=C\c2ccc(Cl)cc2)C(c2ccc(Cl)cc2)N1 (stereo not drawn)	0	1	-9.1	-1	-0.4	18	10	1.2	-23
Cc1ccc(OCC(=O)Nc2ccc(CN3CCCCC3)cc2)c(C)c1	-2	-10	1.1	-41	0.5	3	1	-0.2	17
O=C(CC1SC(=Nc2ccc(O)cc2)NC1=O)Nc1ccccc1 (stereo not drawn)	3	-2	1.5	12	0.4	1	2	1.2	18
Cc1cc(N/C=C/C(=O)c2cccc3ccccc23)no1	0	-9	0.3	-10	0.3	9	0	0.1	0
CCOc1ccccc1N1CCN(C(=S)NCc2ccco2)CC1	4	-8	0.4	-22	0.0	7	16	0.5	0

The last 3 entries of the section above lead into the next:
SMILES	Runt-SMMHC FRET	RBBP9 inh	TNF necrop inh	EP2 mod	PERK inh	PGE2 EP2 inh	Runt-CBFb FRET	zVAD death inh	Hck Nef HTS
O=C(CC1SC(=Nc2ccc(O)cc2)NC1=O)Nc1ccccc1 (stereo not drawn)	3	-2	1.5	12	0.4	1	2	1.2	18
Cc1cc(N/C=C/C(=O)c2cccc3ccccc23)no1	0	-9	0.3	-10	0.3	9	0	0.1	0
CCOc1ccccc1N1CCN(C(=S)NCc2ccco2)CC1	4	-8	0.4	-22	0.0	7	16	0.5	0
O=C(NNC1=NS(=O)(=O)c2ccccc21)c1ccc(Cl)cc1	4	-9	1.5	-2	0.9	7	-1	1.0	11
Cc1cc(C(F)F)n2ncc(C(=O)N3CCCCC3)c2n1	0	-8	0.4	15&3	0.0	12&16	0	-0.1	8
CCOC(=O)c1sc2nc(C)[nH]c(=O)c2c1C	3	-11	0.6	16	1.4	2	-2	0.9	6
O=[N+]([O-])c1ccccc1S(=O)(=O)NC1CCCC1	-1	-4	-1.0	-5	-0.1	4	0	-0.4	21
CN(C)c1ccc(P(=O)(OCc2ccccc2)C(O)c2cccnc2)cc1 (stereo not drawn)	-1	1	-1.6	5	0.5	12	2	0.4	1
O=C(OC1CCN(c2ncc(C(F)(F)F)cc2Cl)CC1)c1ccccc1	-4	-2	-2.0	3	0.7	4	-4	0.0	0
CCNC(=O)CSc1nnc(CN2CCCCCC2=O)n1-c1ccccn1	-4	2	0.3	13	1.0	5	-1	1.7	20
O=C(O)CCC(=O)NCc1c(Cl)cccc1Sc1ccc(Cl)cc1	-4	-6	3.1	-27	0.7	16	2	1.0	-7
CC(=C1C(=O)c2ccccc2C1=O)N1CCN(c2ccccn2)CC1	1	0	0.9	-22	0.2	10	3	0.1	13
O=C(CCNc1cccc(Cl)c1)c1ccco1	2	0	-0.5	-11	1.1	6	0	-0.2	-1
COC(=O)c1ccccc1NC(=O)C1CC(c2ccccc2O)=NO1 (stereo not drawn)	0	-3	-0.7	27	0.1	12	0	0.0	9
Fc1ccccc1Cc1noc(CN2CCCC(CN3CCOCC3)C2)n1 (stereo not drawn)	2	-5	0.2	1	-0.3	2	2	-0.2	-3
COc1cc(CNn2nnnc2N)cc(Br)c1OCc1c(Cl)cccc1Cl	0	-2	-2.6	-5	0.5	15	0	1.6	7
Cn1c(CNC(=O)OC(C)(C)C)nnc1SCc1c(Cl)cccc1Cl	3	-10	-0.4	4	-1.4	2	2	-0.9	1
Cc1cc(OCC(=O)Nc2ccncc2)ccc1[N+](=O)[O-]	-4	-1	-1.5	-20	0.2	9	0	3.3	-5
Cc1ccc2nc(Cl)c(/C=N/NC(=O)[C@H]3C[C@@H]3c3ccccc3)cc2c1	4	-10	2.1	-13	1.2	5	-5	-0.1	4
COc1nc(C)nc2c1sc(=S)n2C	1	3	0.4	47	0.7	13	0	0.4	1
O=C(Cc1ccccc1)NNC(=O)c1cnccn1	3	-5	0.6	3	0.9	6	1	-0.1	1
O=C(OCCN1C(=O)c2ccccc2C1=O)c1ccco1	-1	5	0.1	23	1.2	14	-4	1.7	10
CCOC(=O)N1CCC(N2C(=O)c3ccccc3C2Nc2ccccc2)CC1 (stereo not drawn)	-2	-15	-1.4	24	0.1	5	0	-0.6	1
Cc1cc2cc(CN(Cc3nnnn3C3CCCCC3)CC3CCCO3)c(=O)[nH]c2cc1C (stereo not drawn)	-8	4	-9.5	65*!	-0.3	7&13	19	0.5	7
CC(=O)Nc1sc2c(c1C(N)=O)CCCC2	0	-10	-2.1	-1	1.6	4	-2	0.3	0
Cc1cccc2cc(CN(CC3CCCO3)C(=S)Nc3ccccc3)c(=O)[nH]c12 (stereo not drawn)	2	6	5.4	-20&-11	0.4	6&9	-1	-0.2	5
CCOC(=O)c1cn(CC(=O)Nc2ccc(C)cc2)nn1	1	-5	0.4	11	0.6	10	-1	2.5	2
O=C1NC[C@@H](Cc2ccc(O)cc2)N(CCc2cccc(F)c2)C1=O	0	nt	1.0	14	nt	12	2	0.0	18
c1coc(CNc2nc(-c3ccncc3)cs2)c1	-4	3	-2.7	-44	0.5	5	2	-0.4	3
O=C(NCc1ccc2c(c1)OCO2)c1ccc(NC(=O)C2CCCO2)cc1 (stereo not drawn)	-2	-3	2.7	-1	-0.7	8	0	0.0	-7
Cc1ccc(-c2nnc(N3CCCCC3)c3ccccc23)cc1S(=O)(=O)N(C)C	-1	-1	-6.6	-5	-0.3	2	-1	-0.3	0
CCOC(=O)c1c(-c2ccc(C)o2)csc1NC(=O)COC(=O)c1cccs1	32	-37	-1.0	19	0.1	9	8	0.0	1
Cc1cc(Sc2nnc(N)s2)c2ccccc2n1	2	-1	-17	-13	-0.1	2	2	-0.3	4
Cc1cc(NNC(=O)Nc2cccc(Cl)c2)nc2c1c(C)nn2C	-1	-5	-11	-9	-0.9	7	1	-1.1	9
CC1(C)CC2(C)Nc3ccccc3N2C(=S)N1 (stereo not drawn)	51	-11	1.5	21	0.1	7	1	0.2	0
O=C(COC(=O)[C@@H]1CC(O)CN1S(=O)(=O)c1ccccc1[N+](=O)[O-])c1ccccc1 (stereo partly drawn)	2	-1	-1.4	-3	1.7	12	0	7.0	29
O=C(CNC(=O)c1ccccc1Cl)OC1CCOC1=O (stereo not drawn)	0	-5	-0.7	32	0.3	-1	0	2.5	19
COc1ccc(CC(=O)OCCN(C)C)cc1	-5	-3	0.6	-8	0.8	13	2	0.6	-2

Compound activity as filed in PubChem BioAssay.
